From PubChem
procasp3 activ: activators of human procaspase-3; P42574; recombinant procaspase-3 D3A, Ac-DEVD-pNA absorbance 405 nm; activation, % at 8.5 µM; hit rate 0.11% among 330,000; AID 463141;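 active = activation above the mean of all tested compounds plus 3 SD, cut at about 21% in these data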;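 also: 0% = DMSO alone and 100% = DMSO wells spiked with extra 5 µM PC-3 D3A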
Target sequence (P42574 whole entry D9A/D28A/D175A): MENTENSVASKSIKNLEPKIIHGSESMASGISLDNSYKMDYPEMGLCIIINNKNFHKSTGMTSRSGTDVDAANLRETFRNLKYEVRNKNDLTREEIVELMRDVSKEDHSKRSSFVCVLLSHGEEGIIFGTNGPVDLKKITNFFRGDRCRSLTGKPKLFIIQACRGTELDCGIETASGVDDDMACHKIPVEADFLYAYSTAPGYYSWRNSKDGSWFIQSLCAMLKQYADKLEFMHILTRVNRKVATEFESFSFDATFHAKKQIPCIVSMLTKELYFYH
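Assay system – Procaspase-3 D3A mutant · Benchmarks – DMSO low control, extra-enzyme high control · Technique – 405 nm absorbance of p-nitroaniline, reads at 0 and 120 min · Doses – 8.5 µM nominal · Measure – % activation between DMSO and enzyme-spiked controls · Also added – Ac-DEVD-pNA chromogenic peptide substrate · Schedule – 1 h compound preincubation, 2 h substrate hydrolysis at 25 °C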
JMJD2C inh: human JMJD2C demethylase inhibition | Q9H3R0 | GST-JMJD2C(1-420) H3K9me3 demethylation, DELFIA europium | inhibition, % at 2.35 µM | hit rate 0.069% among 330,000 | AID 2099;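 active = more than half of a compound's replicate wells show inhibition beyond 50%, single wells judged on their own value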;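 also: signal counts dimethyl H3K9 product captured on neutravidin plate; 0% = median of DMSO wells and 100% = 0.3 times that DMSO median; strong numbers were not always called active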
Target sequence (Q9H3R0 1-420 limits assumed): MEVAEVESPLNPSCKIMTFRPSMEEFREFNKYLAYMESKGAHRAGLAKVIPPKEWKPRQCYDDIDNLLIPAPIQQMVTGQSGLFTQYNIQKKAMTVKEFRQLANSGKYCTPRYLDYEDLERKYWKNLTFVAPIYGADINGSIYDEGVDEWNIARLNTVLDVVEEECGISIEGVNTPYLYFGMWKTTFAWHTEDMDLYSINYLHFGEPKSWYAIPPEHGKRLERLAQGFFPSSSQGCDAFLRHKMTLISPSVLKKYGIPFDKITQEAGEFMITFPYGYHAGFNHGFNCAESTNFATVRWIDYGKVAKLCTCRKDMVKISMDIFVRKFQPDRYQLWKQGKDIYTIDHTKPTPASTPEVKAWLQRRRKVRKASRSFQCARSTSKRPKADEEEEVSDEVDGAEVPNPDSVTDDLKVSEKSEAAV
PP1 inh: blocks human PP1-alpha phosphatase, a PP5 counter-screen; hit rate 0.9% among 320,000; purified PP1alpha, OMFP fluorescence; inhibition, % at 6.7 µM; AID 2235; P62136;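 active = inhibition above the mean inhibition of all tested compounds plus 3 SD, computed separately for each screening campaign, cut at about 15% in these data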
Target sequence (P62136 whole entry, looked up): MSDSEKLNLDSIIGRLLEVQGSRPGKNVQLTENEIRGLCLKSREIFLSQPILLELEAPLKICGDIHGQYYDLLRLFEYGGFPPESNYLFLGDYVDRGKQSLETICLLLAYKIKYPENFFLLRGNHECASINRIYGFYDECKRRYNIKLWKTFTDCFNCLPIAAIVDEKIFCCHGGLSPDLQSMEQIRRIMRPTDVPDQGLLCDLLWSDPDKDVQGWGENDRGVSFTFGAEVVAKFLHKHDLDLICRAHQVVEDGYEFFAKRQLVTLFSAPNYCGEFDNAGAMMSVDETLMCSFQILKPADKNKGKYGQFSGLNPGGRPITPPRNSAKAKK
GRK2 inh: human GRK2 inhibition via aptamer displacement. P25098. bead flow cytometry, FAM-aptamer displacement from GRK2. inhibition of aptamer binding, % at 10 µM. hit rate 0.59% among 330,000. AID 488847;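 active = inhibition of aptamer binding above 40%, roughly 3 SD of noise, on plates passing a quality check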;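 also: median bead fluorescence of bound FAM aptamer so fluorescent compounds give negative values; no value below 0 was filed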
PP5 inh: inhibitors of human protein phosphatase 5 (PP5); hit rate 0.18% among 320,000; purified PP5c, OMFP substrate fluorescence; inhibition, % at 6.7 µM; P53041;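 active = inhibition above the campaign's mean inhibition across all tested compounds plus 3 SD, cut at about 9.5% in these data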;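 also: 0% = DMSO only and 100% = 100 µM cantharidin control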
core dimer inh: blocks dimerization of HCV core protein | TR-FRET GST/Flag-core106 dimerization, 1536-well | hit rate 0.33% among 300,000 | inhibition, % at 5 µM;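 active = inhibition above the mean of all tested compounds plus 3 SD, set per screening campaign, cut at about 45% in these data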
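Assay system: GST-tagged and Flag-tagged HCV core protein residues 1-106 / Times: compound-protein-antibody incubation 4 h at 22.5 °C / Signal: time-resolved FRET, ex 340 nm, em 617 and 671 nm / Evaluation: % inhibition based on acceptor/donor emission ratio / Benchmarks: wells lacking GST-core106 and wells with excess unlabelled core106 / Repeats: singlicate, one well per compound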
VLA-4 inh: inhibition in a human VLA-4 binding assay. P13612. VLA-4 expressing cells, ligand binding flow cytometry. inhibition, % (about 7 µM as worked out from the volumes in the protocol). hit rate 0.2% among 330,000. AID 2557; in the data active = inhibition above about 50%
Fh CTSL1 inh: counter-screen for PFM18AAP inhibitors: inhibitors of F. hepatica cathepsin L1; recombinant F. hepatica cathepsin L1, Z-Leu-Arg-MCA fluorescence; inhibition, % at 5.96 µM; hit rate 0.49% among 300,000; AID 1906;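 active = inhibition above the mean of all tested compounds plus 3 SD, set per screening campaign, cut at about 17% in these data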;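 also: 0% = plate median of test compound wells and 100% = 1 µM Z-Phe-Ala-diazomethylketone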
proCasp7 act: activates human procaspase-7, counter-screen for procaspase-3 activators; P55210; recombinant procaspase-7, Ac-DEVD-pNA absorbance 405 nm; D23A/D198A/D206A triple mutant, cannot self-cleave; scale: DMSO 0, 5 µM enzyme 100; activation, % at 8.5 µM; hit rate 0.093% among 330,000; AID 463210;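 active = percent activation above the screen-wide mean plus 3 SD, cut at about 25% in these data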
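buffer or medium = Zinc-free HEPES/NaCl buffer, pH 7.4 | material = Procaspase-7 triple mutant (PC-7 D3A) | input = 2 µM procaspase-7 mutant as dispensed | signal = Epi-absorbance of released pNA at 405 nm, two timepoints | timing = 1 h preincubation, 2 h reaction | replicates = singlicate compound testing | evaluation = % activation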
Starred values were filed as active, the others as inactive; . = no result given; & = joins results of further samples.

SMILES | procasp3 activ | JMJD2C inh | PP1 inh | GRK2 inh | PP5 inh | core dimer inh | VLA-4 inh | Fh CTSL1 inh | proCasp7 act
CN(C)S(=O)(=O)c1cccc(NC(=O)c2ccc(S(=O)(=O)N3CCCC3)cc2)c1 | 2.9 | -1.2 | -6.1 | 1.0 | -0.8 | -0.9 | -8.3 | -5.0 | 2.5
COc1ccc(S(=O)(=O)NCC(c2cccnc2)N2CCN(C)CC2)cc1OC (centres undefined) | 13.3 | -4.1 | -0.5 | 0.0 | 2.1 | 2.7 | -23.6 | -0.4 | 6.7
COc1ccc(-c2nnc(SCC(=O)Nc3cc(C)on3)n2C)cc1OC | 4.3 | -2.1 | 0.5 | 2.0 | -0.9 | 1.0 | -4.4 | 2.1 | 0.7
CCCN(CC(=O)Nc1ccccc1C)C(=O)c1ccc(C)c(S(=O)(=O)N2CCCCC2)c1 | 12.1 | 5.0 | -1.6 | 1.0 | 0.9 | -1.1 | 5.6 | 7.6 | 8.5
CCCC(=O)Nc1cc(C)c(NC(=O)c2cccs2)cn1 | -0.6 | -3.4 | -7.3 | 3.0 | -0.2 | -5.5 | -3.8 | 1.5 | 12.0
c1ccc(-n2nnnc2NCCCN2CCOCC2)cc1 | 0.3 | -2.1 | -1.1 | 1.0 | 1.7 | -0.1 | 4.0 | -3.8 | -0.9
O=C(Nc1nc2n(n1)C(c1ccccc1)C=C(c1ccccc1)N2)c1ccco1 (centres undefined) | -12.3 | 11.0 | 3.2 | 0.0 | 1.9 | 20.4 | -5.7 | -1.2 | -7.1
O=C(Nc1cccc(Cl)c1)C1=Cc2cc(Cl)ccc2OC1 | 5.5 | -3.5 | 1.1 | 3.0 | 2.6 | 5.9 | 12.9 | 3.3 | 5.4
CC1=NN(c2ccccc2)C(=O)/C1=C\c1c(C)[nH]n(-c2ccccc2)c1=O | -19.1 | 18.8&-4.6 | -0.2 | 3.0 | -0.4 | -2.1 | -4.9 | -1.7 | 5.8
COc1ccc(CCN(Cc2cc3cc(C)c(C)cc3nc2Cl)C(=O)C2CC2)cc1 | -1.6 | -5.1 | 1.3 | 3.0 | 1.7 | 6.1 | 14.3 | 2.7 | -6.0
CN(Cc1cnn(C)c1)Cc1nc(C(c2ccccc2)c2ccccc2)no1 | 7.3 | 2.3 | -0.4 | 1.0 | 5.4 | -1.0 | 8.9 | 5.9 | -3.4
CN(C)CCCC(=O)c1ccc2c(c1)OCO2 | 8.5 | -5.7 | -0.9 | 1.0 | 0.4 | -1.1 | 12.1 | 0.4 | 7.0
Cc1cc(NC(=O)c2cccc(Br)c2)n[nH]1 | 8.9 | 2.3 | -5.5 | 0.0 | 3.0 | -6.9 | 9.9 | -0.6 | -2.0
Cc1ccccc1NC(=O)CCCn1nc(C)c2c(C)n(-c3ccccc3)nc2c1=O | 7.9 | -0.1 | -2.6 | 3.0 | -1.3 | -0.1 | 0.7 | 5.0 | -1.5
COc1cccc(C(=O)OCC(=O)N2CCc3ccccc3C2)c1OC | 8.7 | 12.8 | . | 1.0 | . | . | 3.0 | . | 4.9
COCCN(C(=O)c1ccc(OCC(C)C)cc1)c1c(N)n(Cc2ccccc2)c(=O)[nH]c1=O | 2.2 | -27.0 | -4.2 | 0.0 | -2.2 | -1.8 | -1.4 | 2.8 | 3.3
CCSc1nnc(NC(=O)c2cccc(OCc3c(C)noc3C)c2)s1 | 2.9 | -1.9 | 1.4 | 0.0 | 4.7 | 8.0 | 11.4 | -5.0 | 2.5
CC(=O)N1c2ccccc2C2CCCC[C@H]21 (some centres undefined) | 8.3 | 3.9 | -1.0 | 0.0 | 0.8 | . | -6.2 | . | -4.2
Cc1ccc(S(=O)(=O)CCC(=O)NC2CCCC2)cc1 | -2.2 | -3.9 | 2.0 | 0.0 | 0.2 | 3.2 | -18.7 | 4.2 | -2.1
CCN(CC)CCCNc1oc(-c2ccc(OC)c(OC)c2)nc1C#N | 10.1 | -9.5 | -1.6 | 5.0 | -1.4 | -8.1 | 3.2 | 4.6 | 5.2
Cc1ccc(-c2nnc(Nc3ccc4c(c3)OCO4)c3ccccc23)cc1S(N)(=O)=O | 1.8 | -0.1 | 1.2 | 2.0 | 1.5 | -0.4 | 3.5 | 1.6 | -3.9
Cc1cnccc1CN(C)Cc1cn(C)nc1-c1cccc(Cl)c1 | 4.2 | 2.4 | -5.7 | 0.0 | -2.0 | 2.0 | 9.2 | 2.6 | 5.8
COc1ccc(NC(=O)CSc2nc(=O)n(CCN3CCOCC3)c3c2CCC3)cc1 | 3.9 | 12.7 | -2.9 | 1.0 | -2.0 | 0.4 | -1.4 | -0.2 | 4.5
O=C(Cn1nnc(-c2ccccc2Cl)n1)N1CCCCC1 | -1.1 | 2.6 | 2.4 | . | 1.2 | -4.5 | 4.8 | -1.4 | 2.1
CCCS(=O)(=O)c1nc(S(=O)(=O)c2ccc(C)cc2)c(N2CCC(C(N)=O)CC2)s1 | 0.3 | 0.8 | -2.1 | 1.0 | 0.7 | -3.3 | -1.9 | 0.1 | 11.9
COc1ccc(NS(=O)(=O)c2cc(NC(=O)Cn3cnc4c3c(=O)n(C)c(=O)n4C)ccc2C)cc1 | 3.0 | -1.0 | -5.6 | 0.0 | 0.5 | 4.0 | 5.8 | 4.0 | 8.1
Cn1c(COc2ccc(F)cc2)nc2ccccc21 | -6.3 | -8.9 | -1.4 | 0.0 | 1.0 | 3.6 | 3.9 | -3.9 | 1.6
COC(=O)c1cn(C(=O)c2ccc(Cl)cc2)c2ccccc12 | 1.0 | -28.1 | -2.4 | 1.0 | -0.1 | -0.7 | 23.3 | -1.1 | -0.6
CC(C)Sc1nc(N)c2c3c(sc2n1)CN(C)CC3 | -4.8 | -3.0 | 7.0 | 3.0 | 0.7 | 5.9 | -13.2 | 1.1 | 6.2
Cc1ccc(SCc2c(C(=O)N/N=C/c3ccccc3)nnn2-c2nonc2N)cc1 | 7.3 | -17.3 | 0.5 | 1.0 | 1.8 | 6.3 | 9.6 | -4.1 | -1.0

In another format: results already given.
Second line of a record: procasp3 activ, JMJD2C inh, PP1 inh, GRK2 inh, PP5 inh, core dimer inh, VLA-4 inh, Fh CTSL1 inh, proCasp7 act
COc1ccc(NS(=O)(=O)c2cc(NC(=O)Cn3cnc4c3c(=O)n(C)c(=O)n4C)ccc2C)cc1
    3.0, -1.0, -5.6, 0.0, 0.5, 4.0, 5.8, 4.0, 8.1
Cn1c(COc2ccc(F)cc2)nc2ccccc21
    -6.3, -8.9, -1.4, 0.0, 1.0, 3.6, 3.9, -3.9, 1.6

(next part)
SMILES | procasp3 activ | JMJD2C inh | PP1 inh | GRK2 inh | PP5 inh | core dimer inh | VLA-4 inh | Fh CTSL1 inh | proCasp7 act
CC(C)c1nc2cc(C(=O)N3CCNC(=O)C3c3cccc(F)c3)ccc2o1 (centres undefined) | -1.1 | -5.7 | -5.2 | 0.0 | -0.8 | -2.9 | -11.4 | 0.7 | 3.2
CC(=O)Nc1ccc(S(=O)(=O)N(C)S(=O)(=O)c2ccc(F)cc2)cc1 | 10.9 | -0.4 | 2.7 | 2.0 | 1.5 | 4.5 | 13.8 | 0.6 | -1.1
CCOC(=O)Nc1ccc2c(c1)N(C(=O)C(C)N1CCCC1)c1ccccc1CC2 (centres undefined) | -0.6 | . | -3.0 | 2.0 | 0.4 | 7.5 | 2.0 | 1.6 | 7.2
CCCn1cc(CN2CCc3ccc(NC(=O)C4CCCO4)cc3C2)c(C)n1 (centres undefined) | 5.6 | 0.2 | -2.1 | 1.0 | 0.7 | -6.9 | 10.8 | -0.3 | 1.7
Cc1ccc(S(=O)(=O)N2CCOCC2)cc1C(=O)NC1=NCCS1 | 4.7 | 0.6 | . | 2.0 | . | . | -14.7 | . | 4.0
CCN(CC)C(=O)Cn1cc(C(=O)C(=O)N2CCN(C)CC2)c2ccccc21 | 10.3 | -19.8 | -4.5 | 0.0 | 4.0 | -3.0 | 0.1 | 0.7 | 5.7
CC(C)N1C(=O)C(=O)N(CC(=O)N2CCc3ccccc32)C1=O | 3.2 | -7.2 | -0.8 | 3.0 | 3.6 | . | 4.9 | . | -3.8
Cc1noc(/C=C/NCc2cccnc2)c1S(=O)(=O)N(C)CC(=O)N1CCc2ccccc21 | 4.3 | 2.0 | 5.6 | 0.0 | 3.8 | -8.9 | -1.2 | 0.9 | 8.9
CCOc1ccccc1NC(=O)C1CCCN(S(=O)(=O)c2cccc3nsnc23)C1 (centres undefined) | -5.7 | 19.9 | -1.2 | 3.0 | 1.4 | 5.0 | -2.3 | -1.4 | -0.3
CC(Oc1ccc(Cl)cc1)C(=O)Nc1ncccn1 (centres undefined) | -4.3 | -9.1 | 2.6 | 2.0 | 0.1 | -0.5 | 9.5 | 3.3 | -0.7
CCNC(=O)COc1ccc(F)cc1C(=O)c1cnn(-c2ccccc2)c1 | -6.0 | -7.6 | 2.7 | 28.0 | -5.1 | -6.9 | 3.8 | -2.1 | 4.0
COCCCNC(=S)N(Cc1ccccc1)Cc1nc2ccccc2c(=O)[nH]1 | 3.7 | -4.3 | 6.8 | 10.0 | 2.7 | 0.4 | 6.2 | -3.7 | -7.5
CCN(CC)c1nc(-c2ccccc2)ncc1S(=O)(=O)c1ccc(C)cc1 | 2.3 | 4.1 | -2.2 | 4.0 | 0.5 | 0.8 | -7.8 | -3.3 | 0.5
Cc1cccn2cc(CCNC(=O)c3ccc(Br)o3)nc12 | 2.9 | 31.1 | -3.1 | 0.0 | -3.6 | 1.4 | 2.8 | -0.6 | -0.8
O=C(COc1ccccc1)Nc1ccc2oc(=O)ccc2c1 | 9.1 | 7.4 | -0.7 | 0.0 | 1.6 | -9.7 | 7.5 | 2.5 | 6.9
CCc1ccc(NC(=O)C(C)OC(=O)CCC(=O)c2cccs2)cc1 (centres undefined) | 11.0 | 0.9 | -0.2 | 0.0 | 3.0 | -9.4 | 13.9 | -59.0 | -0.7
CCOc1ccc(Nc2nc(N)c([N+](=O)[O-])c(NCc3ccccc3)n2)cc1 | 2.5 | -13.9 | -1.2 | 1.0 | 0.7 | 5.8 | 3.1 | 3.2 | 20.2
Cc1ccc2occ(/C=N/NC(=O)[C@@H](N)Cc3ccccc3)c(=O)c2c1 | 1.7 | 7.4 | -0.5 | 5.0 | -2.5 | 3.5 | 7.0 | 2.0 | 4.1
Cc1cc(NC(=O)c2ccco2)c(=O)n(Cc2c(F)cccc2Cl)c1 | -3.8 | -1.6 | 0.1 | 1.0 | -2.0 | 4.1 | -5.7 | 8.9 | 1.7
CC(NC(=O)Cn1ncc(Cl)c(Cl)c1=O)C12CC3CC(CC(C3)C1)C2 (centres undefined) | 5.4 | -1.9 | 2.5 | 2.0 | 1.9 | 31.4 | 24.0 | -3.2 | 9.1
CCOC(=O)C(NC(=O)Nc1ccc(F)cc1F)(Oc1ccc(F)cc1)C(F)(F)F (centres undefined) | 0.7 | 5.0 | -0.9 | 1.0 | 0.0 | -3.3 | 5.9 | 0.4 | -0.7
